Assay outcomes as filed in PubChem BioAssay.
N370S GC mod: qHTS Assay for Inhibitors and Activators of N370S glucocerebrosidase as a Potential Chaperone Treatment of Gaucher Disease. 330,000 tested, 0.092% active. N370S GC spleen homogenate, 4MU-glucoside fluorescence. Potency, µM (top dose mostly 59.4 µM), inactives show at the highest dose activity change, negative = inhibition, usual class: inhibitors. AID 2101, 2009; active = well fitted inhibition curve with a large enough effect; inconclusive = small, poorly fitted or top-dose-only effect, or effect the other way, or another doubt; inactive = no such curve, though single readings can be large or run the other way;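 also: 0% = full enzyme activity and -100% = no enzyme basal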
Numbers without * were called inactive; ? = inconclusive; [ ] = another dose, or the depositor's remark. Potency is read from the fitted curve at half-maximal effect.

N#Cc1ccc(CN2CCCC3(CCN(C(=O)c4csnn4)CC3)C2)cc1
  N370S GC mod: -3%
Cc1ccccc1-c1ccc2ncnc(N3CCNCC3)c2c1
  N370S GC mod: 8%
N#Cc1ccc(CN2CCCC3(CCN(S(=O)(=O)c4ccccc4)CC3)C2)cc1
  N370S GC mod: 6%
O=S(=O)(c1ccccc1)N1CCC2(CC1)CN(C(c1ccccc1)c1ccccc1)C2
  N370S GC mod: -9%
O=C(c1cc(C(F)(F)F)cc(C(F)(F)F)c1)N1CCC2(CC1)CN(c1ccccc1)C2
  N370S GC mod: 11%
COc1cc2c(cc1OC)C1O[C@](CCCCN3C(=O)c4ccccc4C3=O)(C2)Oc2c1c(=O)oc1ccc(F)cc21
  N370S GC mod: -2%[12.8 µM]
COc1ccc(CNc2cc(-c3ccccc3OC)ncn2)c(OC)c1
  N370S GC mod: -11%
Cn1cccc1C(=O)N1CCC2(CCCN(Cc3ccccc3)C2)CC1
  N370S GC mod: 0%
N#CCCn1c(=O)cnc2cnc(N3CCOCC3)nc21
  N370S GC mod: ?
Cc1noc(C)c1-c1nccc(Nc2ccc(F)cc2)n1
  N370S GC mod: -9%

As a short view, part of the list above:
Cn1cccc1C(=O)N1CCC2(CCCN(Cc3ccccc3)C2)CC1
  N370S GC mod: 0%
N#CCCn1c(=O)cnc2cnc(N3CCOCC3)nc21
  N370S GC mod: ?
Cc1noc(C)c1-c1nccc(Nc2ccc(F)cc2)n1
  N370S GC mod: -9%

More entries
Cc1ccc(S(=O)(=O)c2cc3c(=O)n4cccc(C)c4nc3n(Cc3ccco3)c2=N)cc1C
  N370S GC mod: 1%
CN1CC[C@@]2(CCCN(C(=O)c3cccc(F)c3)C2)C1
  N370S GC mod: -3%
COCCNC(=O)c1cc(Sc2nnc(C)s2)nc2ccccc12
  N370S GC mod: 7%
CN1CCN(c2ncc3nc(-c4ccccc4)c(=O)n(-c4ccccc4)c3n2)CC1
  N370S GC mod: -5%
O=C(c1cc(C(F)(F)F)cc(C(F)(F)F)c1)N1CCC2(CCN(Cc3nccs3)CC2)CC1
  N370S GC mod: -14%
CN(C)Cc1ccccc1-c1cncnc1NCc1cccnc1
  N370S GC mod: 4%
COc1ccccc1CNc1ncnc2ccc(-c3ccccc3OC)cc12
  N370S GC mod: -4%
O=C(c1cnccn1)N1CCC[C@@]2(CCN(Cc3nccs3)C2)C1
  N370S GC mod: -7%
O=C(Nc1cccc(F)c1)N1CC2(CCN(S(=O)(=O)c3ccccc3)CC2)C1
  N370S GC mod: 1%
COCCn1c(=O)c(C)nc2cnc(N3CCOCC3)nc21
  N370S GC mod: 0%

Of the compounds above, two contain a CF3 group.
O=C(c1cc(C(F)(F)F)cc(C(F)(F)F)c1)N1CCC2(CC1)CN(c1ccccc1)C2
  N370S GC mod: 11%
O=C(c1cc(C(F)(F)F)cc(C(F)(F)F)c1)N1CCC2(CCN(Cc3nccs3)CC2)CC1
  N370S GC mod: -14%

Following part
Cc1noc(C)c1C(=O)N1CCC2(CC1)CCN(c1ccncc1)CC2
  N370S GC mod: -1%
COc1ccccc1-c1ccc2ncnc(NCc3ccccc3)c2c1
  N370S GC mod: -10%
Cc1cc(/C=N/Nc2nc(N)ncc2[N+](=O)[O-])c(C)n1-c1cccc(C(F)(F)F)c1
  N370S GC mod: 11%
COc1ccc(CNc2nc(-c3cccc(C#N)c3)nc3ccccc23)c(OC)c1
  N370S GC mod: -12%
O=S(=O)(c1ccccc1)N1CCC2(CCCN(c3ccncc3)C2)CC1
  N370S GC mod: 3%
Cc1nc2cnc(N3CCN(C)CC3)nc2n(Cc2ccc(F)cc2)c1=O
  N370S GC mod: -8%
O=C(c1ccco1)N1CCC2(CCN(Cc3ccncc3)CC2)CC1
  N370S GC mod: 14%
Cc1cnc(CNc2ncnc3ccc(-c4c(C)noc4C)cc23)cn1
  N370S GC mod: 13%
COCCn1c(=O)c(CCc2ccccc2)nc2cnc(Oc3ccccc3)nc21
  N370S GC mod: 20%
COc1ccccc1CNc1ncncc1-c1cccnc1
  N370S GC mod: -5%

O=C(O)c1ccc(Nc2nc(-c3cccnc3)nc3ccccc23)cc1
  N370S GC mod: -3%
O=C(OC1Cc2c(O)cc(O)cc2OC1c1cc(O)c(O)c(O)c1)c1cc(O)c(O)c(O)c1 (stereo not drawn)
  N370S GC mod: -5%
CCN1CCN(CCOCCOc2ccccc2-c2ccccc2)CC1
  N370S GC mod: -7%
COc1ccc(-c2nc3cnc(OC)nc3n(-c3ccc(OC)cc3)c2=O)cc1
  N370S GC mod: -9%
c1ccc2c(NCCN3CCOCC3)nc(-c3ccc4c(c3)OCO4)nc2c1
  N370S GC mod: -5%
O=c1c(-c2cccs2)nc2cnc(Oc3ccccc3)nc2n1Cc1cccs1
  N370S GC mod: 4%
O=c1c(-c2ccc(F)cc2)nc2cncnc2n1Cc1ccc(F)cc1
  N370S GC mod: 0%
CN(C)C(=O)c1ccc(-c2cc(NCc3ccccc3)ncn2)cc1
  N370S GC mod: 0%
CN(C)c1ncc2nc(-c3ccccc3)c(=O)n(Cc3ccc(F)cc3)c2n1
  N370S GC mod: 9%
Cn1c(=O)c(-c2cccs2)nc2cnc(Oc3ccccc3)nc21
  N370S GC mod: 28%

COc1cc2c(cc1OC)C1O[C@](CCCCN3C(=O)c4ccccc4C3=O)(C2)Oc2cc(C)n(Cc3ccccc3)c(=O)c21
  N370S GC mod: -4%[12.8 µM]
CC(=O)NCCNc1ccnc(-c2ccccc2C(F)(F)F)n1
  N370S GC mod: -5%
CN(C)c1ncc2nc(-c3cccs3)c(=O)n(C[C@H]3CCCO3)c2n1
  N370S GC mod: 3%
COCCn1c(=O)c(-c2ccc(Cl)cc2)nc2cnc(N3CCOCC3)nc21
  N370S GC mod: 8%
COc1ccc(-c2nc3cnc(Nc4cccc(OC)c4)nc3n(C[C@H]3CCCO3)c2=O)cc1
  N370S GC mod: 23%
Cc1nc2ccccc2c2c1C(=O)NC2=O
  N370S GC mod: 8%
COc1cccc(Cn2c(=O)c(-c3ccc(F)cc3)nc3cnc(OC)nc32)c1
  N370S GC mod: 7%
COc1cc2c(cc1OC)C1O[C@](CCCCN3C(=O)c4ccccc4C3=O)(C2)OC2=C1C(=O)c1ccccc1C2=O
  N370S GC mod: -10%[12.8 µM]
Oc1ccc(O)c(/C(=N/Nc2ccccc2)c2ccccc2)c1
  N370S GC mod: -3%
CCNc1ncc2nc(-c3cc(F)cc(F)c3)c(=O)n(CCOC)c2n1
  N370S GC mod: ?

CN(C)Cc1ccccc1-c1cc(NCc2cccs2)ncn1
  N370S GC mod: -12%
COc1cccc(CN2CCNC(=O)C2CC(=O)N(C)CCc2ccccn2)c1OC (stereo not drawn)
  N370S GC mod: 5%
NC1(C(=O)O)CCCCC1
  N370S GC mod: 2%
Cc1noc(C)c1C(=O)N1CCC[C@@]2(CCN(Cc3ccc(C#N)cc3)C2)C1
  N370S GC mod: -6%
O=C(c1ccncc1)N1CCC2(CCN(Cc3ccncc3)CC2)CC1
  N370S GC mod: 11%
COc1cccc(Cn2c(=O)c(C)nc3cnc(N4CCN(C)CC4)nc32)c1
  N370S GC mod: -17%
Cc1nc2cnc(N(C)C)nc2n(Cc2ccc(F)cc2)c1=O
  N370S GC mod: 6%
CNc1ncncc1-c1c(C)noc1C
  N370S GC mod: 7%
COCCn1c(=O)c(C)nc2cnc(Oc3cccc(Cl)c3)nc21
  N370S GC mod: 2%
CN(C)c1ncc2nc(-c3cc(F)cc(F)c3)c(=O)n(CCC#N)c2n1
  N370S GC mod: 3%

O=S(=O)(c1ccccc1)N1CCC2(CCN(c3ccccc3)CC2)CC1
  N370S GC mod: -8%
O=C(c1ccncc1)N1CCC[C@@]2(CCN(c3ccccc3)C2)C1
  N370S GC mod: 1%
CN(Cc1ccco1)c1cc(-c2ccoc2)ncn1
  N370S GC mod: -1%
O=c1c(-c2cccs2)nc2cnc(Oc3cccc(Cl)c3)nc2n1C1CC1
  N370S GC mod: 14%
Cn1cccc1C(=O)N1CCC2(CCCN(Cc3ccc(C#N)cc3)C2)CC1
  N370S GC mod: -14%
O=C(c1ccncc1)N1CCC2(CC1)CN(c1ccc(-c3ccccc3)cc1)C2
  N370S GC mod: -9%
COc1ccc(-c2nc3cnc(N4CCNCC4)nc3n(C)c2=O)cc1
  N370S GC mod: -3%
CN1CCCC2(CCN(S(=O)(=O)c3ccccc3)CC2)C1
  N370S GC mod: -12%
CC(=O)NCCNc1nc(-c2c(C)noc2C)nc2ccccc12
  N370S GC mod: 0%
N#CCCn1c(=O)c(CCc2ccccc2)nc2cnc(N3CCOCC3)nc21
  N370S GC mod: 5%

OC(CN1CCNCC1)Cn1ccc2ccccc21 (stereo not drawn)
  N370S GC mod: -17%
O=C(Nc1ccccc1)N1CC2(CCN(C(=O)c3ccco3)CC2)C1
  N370S GC mod: 11%
COc1ccc(C(=O)O)c(O)c1OC
  N370S GC mod: -4%
Cc1nc2cnc(N3CCOCC3)nc2n(Cc2cccs2)c1=O
  N370S GC mod: 3%
COCCn1c(=O)cnc2cnc(OCc3ccccc3)nc21
  N370S GC mod: 2%
COc1ccccc1-c1cncnc1NCc1cccs1
  N370S GC mod: -14%
O=C(CNS(=O)(=O)c1ccc(Br)cc1)OCc1cc(=O)n2cc(Br)ccc2n1
  N370S GC mod: 14%
COCC(=O)N1CCC[C@@]2(CCN(Cc3nccs3)C2)C1
  N370S GC mod: 3%
COc1cccc(NC(=O)c2cc3cccc(OC)c3o/c2=N\O)c1
  N370S GC mod: -12%
COc1ccc(-c2nc3cnc(OC)nc3n(Cc3cccc(OC)c3)c2=O)cc1
  N370S GC mod: 0%

Cn1c(=O)c(-c2cccc(F)c2)nc2cncnc21
  N370S GC mod: 2%
CN(C)Cc1ccccc1-c1nccc(Nc2ccc(F)cc2)n1
  N370S GC mod: -10%
O=C(O)c1cc(O)c2c(c1)[C@H]([C@H]1c3cc(C(=O)O)cc(O)c3C(=O)c3c(O[C@@H]4OC(CO)C(O)C(O)C4O)cccc31)c1cccc(O[C@@H]3OC(CO)C(O)C(O)C3O)c1C2=O (stereo partly drawn)
  N370S GC mod: -23%
COCC(=O)N1CCC[C@@]2(CCN(C(=O)Nc3ccccc3)C2)C1
  N370S GC mod: 5%
O=C(O)c1cc(-c2ccc(/C=c3\sc4nc5ccc(Br)cc5n4c3=O)o2)ccc1Cl
  N370S GC mod: -6%
N#CCCn1c(=O)c(-c2cccs2)nc2cnc(N3CCOCC3)nc21
  N370S GC mod: -1%
COc1cccc(Cn2c(=O)c(-c3cccc(C#N)c3)nc3cnc(Nc4ccccc4)nc32)c1
  N370S GC mod: -2%
Cc1cc2c(n1-c1ccc(C(=O)O)cc1)CCCCC2
  N370S GC mod: -1%
O=C(Nc1cccc(F)c1)N1CC[C@@]2(CCCN(C(=O)c3ccncc3)C2)C1
  N370S GC mod: -9%
COc1ccc(C(=O)N2CCC3(CC2)CN(c2ncccn2)C3)cc1
  N370S GC mod: 12%

COc1ccccc1CNc1cc(-c2ccccc2C(F)(F)F)ncn1
  N370S GC mod: -3%
Cc1cccc(CNc2cc(-c3ccc(C(=O)N(C)C)cc3)ncn2)c1
  N370S GC mod: 2%
O=S(=O)(NC1CCN(S(=O)(=O)c2ccc3c(c2)OCCO3)CC1)c1c(F)cccc1F
  N370S GC mod: -4%
CN(C)Cc1ccccc1-c1cc(N(C)Cc2ccco2)ncn1
  N370S GC mod: -4%
O=S(=O)(c1ccccc1)N1CCC2(CC1)CN(c1ncccn1)C2
  N370S GC mod: 16%
CC(=O)OCCCN1C(=O)c2cccc3cc(Br)cc(c23)C1=O
  N370S GC mod: -5%
COc1cccc(Cn2c(=O)cnc3cnc(Oc4cccc(Cl)c4)nc32)c1
  N370S GC mod: 17%
Cc1c(C(C)(C(=O)O)c2c(C)n(C)c3ccccc23)c2ccccc2n1C
  N370S GC mod: -19%
COCCNc1ncnc2ccc(-c3ccc(N(C)C)cc3)cc12
  N370S GC mod: -8%
COc1ccccc1-c1nccc(NCc2cccs2)n1
  N370S GC mod: 5%

COc1ccc2c3c(c(=O)oc2c1)C1O[C@](c2ccsc2)(Cc2ccccc21)O3
  N370S GC mod: 4%[12.8 µM]
N#Cc1ccc2c(c1)C[C@]1(c3ccsc3)OC3=C(C(=O)OC4(CCCCC4)C3)C2O1
  N370S GC mod: -14%[12.8 µM]
COc1ccccc1CN1CC[C@@]2(CCCN(S(=O)(=O)c3ccccc3)C2)C1
  N370S GC mod: -3%
CC1=C(C(=O)OCC2CCCCC2)C(c2cccc(O)c2)NC(=O)N1 (stereo not drawn)
  N370S GC mod: -6%
COCCn1c(=O)c(-c2ccccc2)nc2cnc(Oc3ccc(OC)cc3)nc21
  N370S GC mod: -9%
COc1ccccc1CCn1c(=O)c(-c2ccc(F)c(F)c2)nc2cncnc21
  N370S GC mod: 5%
COCC(=O)N1CCC2(CCCN(c3ccccn3)C2)CC1
  N370S GC mod: 8%
Cc1nc2cnc(N3CCNCC3)nc2n(-c2ccccc2)c1=O
  N370S GC mod: 19%
COc1ncc2nc(-c3ccc(Cl)cc3)c(=O)n(Cc3cccs3)c2n1
  N370S GC mod: 1%
Cc1cnc(CNc2cc(-c3ccc(C(=O)N(C)C)cc3)ncn2)cn1
  N370S GC mod: 0%
CN1CCN(c2ncnc3ccc(-c4cccc(NS(C)(=O)=O)c4)cc23)CC1
  N370S GC mod: -7%

A few values from the list.
COCC(=O)N1CCC2(CCCN(c3ccccn3)C2)CC1 in N370S GC mod is listed with 8%
CC1=C(C(=O)OCC2CCCCC2)C(c2cccc(O)c2)NC(=O)N1 (stereo not drawn) in N370S GC mod is listed with -6%
N#Cc1ccc2c(c1)C[C@]1(c3ccsc3)OC3=C(C(=O)OC4(CCCCC4)C3)C2O1 in N370S GC mod is listed with -14%[12.8 µM]
COc1ccc2c3c(c(=O)oc2c1)C1O[C@](c2ccsc2)(Cc2ccccc21)O3 in N370S GC mod is listed with 4%[12.8 µM]
COc1ccccc1CN1CC[C@@]2(CCCN(S(=O)(=O)c3ccccc3)C2)C1 in N370S GC mod is listed with -3%
COc1ccccc1CCn1c(=O)c(-c2ccc(F)c(F)c2)nc2cncnc21 in N370S GC mod is listed with 5%
COCCn1c(=O)c(-c2ccccc2)nc2cnc(Oc3ccc(OC)cc3)nc21 in N370S GC mod is listed with -9%

Only part of the results is shown (hit frequency here may not be typical).
